A549 tox = kills or reduces viability of A549 cells in Nrf2 counter-screen; AID 504648; Potency, µM (titrated, usually from 46 µM), inactives show at the highest dose activity change, negative = cytotoxicity, most hits filed as inhibitors; A549 ARE-Fluc cells, CellTiter-Fluor viability, 18-24 h; actives 0.16% (n = 390,000); further: potency means the concentration at half of the fitted maximal effect; on the % scale 0 is the no-effect control and ±100 the full control effect
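A549 ARE-Fluc cells in 5% FBS OPTI-MEM, 5000 cells/well, rested 2 h then exposed to compounds in concentration-response for 18-24 h at 37 °C. Viability by CellTiter-Fluor fluorescence (Ex 405/Em 525) after 30 min; luciferase luminescence (BugLite, 15 min, RT) read afterwards.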
IL1B secr inh = inflammasome signaling inhibition, IL-1 beta readout. activity change, % at 57.5 µM. actives 4.7% (n = 360,000). THP-1 LPS/ATP IL-1B secretion, AlphaLISA, 16 h; hits give low values. AID 743279; in the data active means activity change below about -50%; inconclusive means mostly about -30% to -49%; further: on the % scale 0 is the no-effect control and ±100 the full control effect
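Secreted IL-1B measured by AlphaLISA bead assay after 16 h compound exposure of THP-1 cells; compounds (final up to 57.5 uM) added 1 h before LPS (250 ng/mL) and ATP (1.25 mM) stimulation; lower signal means less secretion.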
ATXN2 expr inh = inhibitors of ATXN2 expression. actives 0.72% (n = 360,000). HEK-293 ATXN2-luciferase reporter, luminescence, 24 h. AID 1745845. Potency, µM (titrated, usually from 57 µM), for the others: at the highest dose activity change, negative = inhibition, actives largely listed as inhibitors; further: potency means the concentration at half of the fitted maximal effect; on the % scale 0 is the no-effect control and ±100 the full control effect; nearly all actives have a fitted effect of over 55% in size
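ATXN2-luciferase reporter cells (luciferase flanked by upstream and downstream ATXN2 gene portions) were treated 24 h at 37 °C with compounds at up to 57 uM. SteadyGlo luminescence gave expression; GF-AFC fluorescence gave viability.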
TGFb inhibitor = blocks TGF-b signaling; HepG2 CAGA-GFP TGF-b/SMAD3 reporter, GFP fluorescence, 18 h; TGF-beta stimulated, 500 pg/mL final; Potency, µM (top dose mostly 46.1 µM), for the others: at the highest dose activity, negative = inhibition, actives largely listed as inhibitors; actives 1.2% (n = 410,000); AID 588855; further: potency means the concentration at half of the fitted maximal effect; on the % scale 0 is the no-effect control and ±100 the full control effect; nearly all actives have a fitted effect of over 65% in size
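First, reporter cells (HEPG2 CAGA-GFP) rested 2 h at 37 degrees C. Next, compounds were pinned in and TGF-beta added to 500 pg/mL final. After 18 h, GFP was imaged per cell and summed per well.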
Nrf2 activator = activators of Nrf2 (ARE) signaling | AREc32 ARE-luciferase reporter (MCF7-derived line), luminescence, 24 h | Potency, µM (top dose mostly 46.1 µM), for inactives: at the highest dose activation, usual class: activators | actives 0.31% (n = 410,000) | AID 624171; further: potency means the concentration at half of the fitted maximal effect; % of control where 0% means no effect; nearly all actives have a fitted effect of over 65% in size
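For detection, Steady-Glo was added and plates sat 30 min at RT; before that, AREc32_Fluc cells grown overnight in OPTI-MEM/5% FBS had been treated with 23 nL compound for 24 hr at 37 deg C.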
HepG2 viability = kills HepG2 cells in TGF-b inhibitor counter-screen; AID 588856; Potency, µM (highest dose often 46.1 µM), for the others: at the highest dose activity change, negative = cytotoxicity, most hits filed as cytotoxic; HepG2 CAGA-GFP viability, ATP luminescence, 18 h; actives 0.76% (n = 410,000); further: potency means the concentration at half of the fitted maximal effect; some results filed as inactive show a strong effect at the top dose
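CellTiter-Glo luminescence gave cytotoxicity after 18 hours at 37 degrees C. The cells were HepG2 CAGA-GFP in 1% FBS DMEM, stimulated with 500 pg/mL TGF-beta after compound addition. %Activity was normalised to no-cell wells (complete cell-killing) and DMSO (no toxicity), and curves were fitted and classified.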
Nrf2 inh = Nrf2 pathway inhibition. A549 ARE-Fluc reporter, luciferase luminescence, 18-24 h. Potency, µM (doses to about 46 µM), for inactives: at the top dose activity change, negative = inhibition, most hits filed as inhibitors. actives 2.1% (n = 360,000). AID 504444; further: potency means the concentration at half of the fitted maximal effect; on the % scale 0 is the no-effect control and ±100 the full control effect; nearly all actives have a fitted effect of over 60% in size
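In this cell-based qHTS, ARE-driven firefly luciferase in A549 cells reports Nrf2 activity; the luminescent signal after BugLite lysis is the measured value, with a prior CellTiter-Fluor read for cell health.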
MCF10A rerep = induces DNA re-replication in MCF 10a normal breast cells. actives 2.9% (n = 350,000). Potency, µM (titrated, usually from 46.1 µM), without a hit: at the highest dose activity, positive = re-replication, actives largely listed as activators. MCF 10A DNA re-replication, Hoechst nuclear intensity, 48 h; further: potency means the concentration at half of the fitted maximal effect; % of control where 0% means no effect; nearly all actives have a fitted effect of over 50% in size
S2 tox = cell viability loss in ATXN counter-screen. actives 0.49% (n = 400,000). AID 651635. Potency, µM (highest dose often 56.7 µM), usual class: cytotoxic. S2 cells (HEK-293 line with an ATXN2-luciferase reporter) viability, CellTiter-Fluor protease fluorescence, 24 h; further: potency means the concentration at half of the fitted maximal effect; nearly all actives have a fitted effect of over 40% in size
The depositor's hits bear a star; i = inactive; ? = inconclusive; . = no result given; [ ] = dose if it differs, or a comment. Unless noted, the call rests on the fitted dose curve; in most records, active means well fitted curve in the direction sought with a large enough effect; inconclusive means small, poorly fitted or top-dose-only effect, or another doubt; inactive means no such curve, though single readings can be large; an effect the other way counts as inactive or inconclusive.

Values in the order: ATXN2 expr inh	A549 tox	Nrf2 activator	IL1B secr inh	MCF10A rerep	Nrf2 inh	TGFb inhibitor	S2 tox	HepG2 viability
- O=c1[nH]c2ccc(NS(=O)(=O)c3ccc(F)c(Cl)c3)cc2[nH]1
 : -7%	-4%	2.2%	9	0%	1%	12%	i	-4%
- CSc1ncc(C(=O)NCc2ccccc2Cl)c(C(F)(F)F)n1
 : -3%	14%	-0.3%	.	.	48%	-10%	?	-13%
- COc1ccccc1N1CCN(Cc2cc(=O)c(OCC(=O)Nc3ccccc3)co2)CC1
 : -18%	-3%	-0.6%	-1	10%	?	16%	i	-23%
- CC1=C(C(=O)N2CCOCC2)C(c2ccccc2F)NC(=O)N1 (stereo not given)
 : 4%	-2%	0.2%	12	0%	-7%	-6%	i	0%
- COc1cc(/C=N/NC(=O)c2cc(C)oc2C)ccc1OCc1ccccc1
 : 8%	-5%	5.1%	-18	28%	5%	-17%	i	-15%
- CCOCC(=O)Nc1c(C(=O)N2CCN(c3ncccn3)CC2)oc2ccccc12
 : -5%	3%	0.0%	-12	-3%	12%	-6%	i	-28%
- C=CCn1c(N)c(C(=O)N2CCOCC2)sc1=S
 : 11%	11%	-0.9%	-12	-28%	.	24%	i	-5%
- CCCc1cc(=O)c2ccc(OCC(C)=O)cc2o1
 : 1%	1%	0.1%	15	-3%	-8%	-7%	i	2%
- O=C(/C=C/c1cccc(F)c1)OCC(=O)N1CCc2ccccc21
 : .	1%	0.0%	12	1%	5%	2%	i	-3%
- S=C(NCc1ccco1)Nc1cccc(Cl)c1Cl
 : -10%	-1%	19%	-3	11%	-14%	-25%	i	-58%
- COc1ccc(NC(=O)c2cc(-c3ccccc3)nc3c2cnn3C(C)C)c(OC)c1
 : .	-3%	0.1%	-11	17%	?	3%	i	12%
- C/C(=C\C(=O)O)CC(=O)O
 : -3%	24%	0.2%	0	?	.	7%	i	8%
- Cc1ccc(NC(=O)c2cc(-c3ccco3)nc3ccccc23)cc1S(=O)(=O)N1CCOCC1
 : -31%	-6%	17%	5	3%	-17%	-4%	i	2%
- CCCCCC(=O)N1C[C@@H](O)[C@H](n2cc(C3CC3)nn2)C[C@@H]1c1ccc(OC)cc1
 : 0%	.	-0.7%	8	.	.	18%	i	3%
- COc1ccc(-c2ccc(C#N)c(SCC(=O)Nc3sc4c(c3C#N)CCC4)n2)cc1OC
 : ?	7%	0.2%	-5	2.9µM*	14%	8%	?	1%
- COc1c(Br)cc(Br)cc1C(=O)O
 : 7%	1%	0.2%	37	1%	3%	7%	i	-3%
- CS(=O)(=O)N1CCC(C(=O)Nc2ccccc2Cl)CC1
 : -8%	-1%	-0.1%	-1	-23%[9.22 µM]	26%	5%	i	9%
- CN(C)CCn1c2c(c(SCC(=O)Nc3ccc4c(c3)OCCO4)nc1=O)CCC2
 : 14%	1%	1.8%	-4	3%	11%	3%	?	-2%
- COc1ccc2cc(C(c3nnnn3C3CCCC3)N3CCc4ccccc4C3)c(=O)[nH]c2c1 (stereo not given)
 : 4%	0%	2.5%	-28	249%[0.0737 µM]	1%	-25%	i	-12%
- Cc1ccc(NC(=O)Cn2cnc3c(oc4ccccc43)c2=O)cc1Cl
 : 9%	0%	0.0%	.	.	-16%	-2%	i	1%

Overlap with the part before: two entries; new compounds follow.
Values in the order: ATXN2 expr inh	A549 tox	Nrf2 activator	IL1B secr inh	MCF10A rerep	Nrf2 inh	TGFb inhibitor	S2 tox	HepG2 viability
- COc1ccc2cc(C(c3nnnn3C3CCCC3)N3CCc4ccccc4C3)c(=O)[nH]c2c1 (stereo not given)
 : 4%	0%	2.5%	-28	249%[0.0737 µM]	1%	-25%	i	-12%
- Cc1ccc(NC(=O)Cn2cnc3c(oc4ccccc43)c2=O)cc1Cl
 : 9%	0%	0.0%	.	.	-16%	-2%	i	1%
- Cc1cc(N2CCN(C)CC2)nc2ccc(NC(=S)N3CCOCC3)cc12
 : 0%	-2%	0.8%	-1	-7%	3%	5%	?	-10%
- Cc1ccc(S(=O)(=O)N(C)C[C@@H]2Oc3ccc(NC(=O)CCC(F)(F)F)cc3CC(=O)N([C@@H](C)CO)C[C@@H]2C)cc1
 : -14%	-8%	3.4%	46	3.7µM*	10%	?	i	-1%
- COC(=O)c1ccc(C2C(C(=O)Nc3ccc(C)cc3C)=C(C)Nc3ncnn32)cc1 (stereo not given)
 : 3%	-4%	0.1%	-7	5%	-16%	?	i	-12%
- CCOC(=O)c1c(C)oc2ccc(N(C(=O)c3ccncc3)S(=O)(=O)c3ccc(CC)cc3)cc12
 : .	-3%	0.2%	.	.	?	13µM*	.	-74%
- COc1ccc(OC)c(NC(=O)Cn2c(=O)oc3ccccc32)c1
 : -7%	14%	-0.3%	-6	1%	9%	-13%	i	-8%
- COc1ccc(CCNC(=O)c2cc(-c3ccccc3OC)on2)cc1OC
 : -27%	-4%	-0.3%	?	4%	?	-16%	?	-28%
- CN(c1ccccc1C(=O)NC1CC2CCC1C2)S(=O)(=O)c1ccccc1 (stereo not given)
 : -7%	2%	0.0%	28	14%	-6%	-2%	i	-5%
- O=C(CSc1nc2c(c(=O)n1-c1ccc(Cl)cc1)SCC2)N1CCCC1
 : -23%	0%	-0.4%	3	-1%	-18%	-1%	i	1%
- Cn1c(CN2CCN(C(=O)c3ccccc3Cl)CC2)nc2cc([N+](=O)[O-])ccc21
 : -15%	7%	-0.6%	-21	0%	6%	-2%	i	-5%
- Cc1ccc(NC(=O)CCN2CCC(Cc3ccccc3)CC2)cc1
 : -9%	-10%	-0.7%	-82*	5%	1%	-14%	i	-39%
- O=C(CSc1nc2ccc(Cl)cc2[nH]1)NC1CCCC1
 : -25%	2%	0.4%	0	11%	?	-20%	i	-6%
- CCc1ccc(N(C(=O)c2snc(C(N)=O)c2N)C(C(=O)NCCC(C)C)c2c[nH]c3ccccc23)cc1 (stereo not given)
 : -13%	.	-0.6%	-6	1%	?	1%	i	8%
- CCOc1ccc(NC(=O)NC2CCOC(C)(C)C2)cc1 (stereo not given)
 : 18%	1%	2.1%	0	?	15%	-27%	i	6%
- COc1cccc(OC)c1C(=O)Nc1cccc(-c2nc3ccccc3[nH]2)c1
 : .	-13%	3.4%	0	2%	?	-15%	i	-35%
- COCCNC(=O)C(c1ccc(F)cc1)N(CCOC)C(=O)CCC(=O)Nc1nccs1 (stereo not given)
 : 2%	1%	-1.4%	8	8%	.	6%	i	3%
- Cc1oc2ccc(O)c(CN3CCN(C)CC3)c2c1C(=O)Nc1cccc(C(F)(F)F)c1
 : -26%	4%	4.8%	.	.	5%	-13%	i	-35%
- COc1ccc(-c2nc(CSCC(=O)NCCC(C)C)c(C)o2)cc1OC
 : .	-15%	0.9%	.	.	-29%	?	.	-21%
- CCCCNC(=O)CSc1c2c(nc3ccc(Cl)cc13)CCCC2
 : ?	-14%	?	.	.	-14%	-24%	?	-32%
- Nc1c(C(=O)OCC(=O)Nc2ccccc2Br)[nH]c(=O)[nH]c1=O
 : 3%	-3%	0.5%	12	2%	-2%	-5%	?	-1%
- CC1=C/C(=N\NC(=S)NCc2ccccc2)CC1
 : 13%	3%	7.2%	11	0%	6%	-9%	i	-30%

Following part
Values in the order: ATXN2 expr inh	A549 tox	Nrf2 activator	IL1B secr inh	MCF10A rerep	Nrf2 inh	TGFb inhibitor	S2 tox	HepG2 viability
- CCOC(=O)CN(C(=O)CCC(=O)Nc1cc(C)on1)C(C(=O)NC1CCCC1)c1cccnc1 (stereo not given)
 : 0%	1%	-0.5%	-19	-2%	23%	0%	i	-21%
- O=C(NCC(=O)N(c1cccc(F)c1)C(C(=O)NC1CCCC1)c1cccnc1)c1ccco1 (stereo not given)
 : -21%	2%	-0.1%	6	-1%	-13%	9%	i	-4%
- Cc1ccc(COc2ccc(C)nc2[N+](=O)[O-])cc1
 : 79%[activator]	-6%	3.6%	-12	-5%	?	-2%	i	-3%
- COc1ccc(-c2cn(CCC(=O)NCc3ccc(C)cc3)c(CCN)n2)cc1
 : -5%	6%	2.4%	-17	?	1%	-6%	i	-13%
- N#CC1=C(N)OC2=C(CC/C2=C\c2ccccc2)C1c1ccccc1 (stereo not given)
 : 13%	?	16%	-22	5.8µM*	5%	66%[activator]	.	-1%
- COC(=O)c1ccc(C2NC(c3ccc4c(c3)OCO4)=CC(c3ccccc3O)N2)cc1 (stereo not given)
 : .	1%	.	.	.	-6%	11µM*	.	-49%
- CCc1nn2c(-c3ccco3)ccnc2c1-c1ccccc1
 : 19%	-4%	?	.	.	?	?	i	6%
- Cc1nnc2sc(SCc3cccc(Cl)c3)nn2c1=O
 : -19%	2%	?	-100*	-8%	9%	-11%	i	3%
- Cc1cccc(CN2C(=O)c3ccccc3S(=O)(=O)c3ccc(C(=O)NCCC4=CCCCC4)cc32)c1
 : 16%	1%	-0.8%	.	.	3%	5%	i	-4%
- CC(C)Sc1nc(O)c(Cc2ccccc2)c(=O)[nH]1
 : 4%	2%	-0.6%	-13	1%	20%	1%	i	-34%
- O=C(NCC1CCCO1)c1ccc(NC(=O)c2cccc(Br)c2)cc1 (stereo not given)
 : .	-2%	3.0%	-3	11%	-28%	2%	?	-12%
- COc1ccc(C2(CNC(C)=O)CCOCC2)cc1OC
 : 6%	-1%	0.1%	18	1%	-8%	-18%	i	-31%
- CCn1cc(C=O)c2cc(S(=O)(=O)N3CCOCC3)ccc21
 : -9%	0%	0.5%	-9	0%	1%	-1%	i	-20%
- O=C(NC1CC1)C1=C[C@H](c2c[nH]c3ccccc23)C[C@H](OCc2ccc(CO)cc2)O1
 : -2%	0%	4.9%	-14	-5%	5%	-7%	i	-11%
- Cc1ccc2cc(C)c3nnc(SCC(=O)c4cccs4)n3c2c1C
 : -16%	-5%	7.1%	-28	-2%	-20%	-17%	i	-3%
- CCCCn1c(=O)[nH]c(=O)c2c1nc(-c1ccc(C(F)(F)F)cc1)n2C
 : -3%[2.22 µM]	1%	2.9%	62	3%	0%	12%	i	-9%

Screens (PubChem BioAssay)
